procasp7 counter: counter-screen: procaspase-7 (human) activation. P55210. recombinant procaspase-7, Ac-DEVD-pNA absorbance 405 nm; D23A/D198A/D206A triple mutant, cannot self-cleave; scale: DMSO 0, 5 µM enzyme 100. activation, % at 8.5 µM. 330,000 tested, 0.093% active. AID 463210;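 active = percent activation above the screen-wide mean plus 3 SD, cut at about 25% in these data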
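Test system: Procaspase-7 triple mutant (PC-7 D3A). Also added: Ac-DEVD-pNA substrate, 400 µM as added. Schedule: 1 h enzyme–compound preincubation and 2 h substrate reaction, both 25 °C. Signal: p-Nitroaniline absorbance at 405 nm, read at 0 and 120 min. Control set: low DMSO alone, high DMSO plus 5 µM PC-7.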
EBNA-1 inh: blocks EBNA-1 binding to DNA; AID 1950; 300,000 tested, 0.34% active; inhibition, % at 14.8 µM; EBNA-1 DNA binding, fluorescence polarization; in the data active = inhibition above about 28%
procasp3 activ: activators of human procaspase-3; activation, % at 8.5 µM; recombinant procaspase-3 D3A, Ac-DEVD-pNA absorbance 405 nm; P42574; 330,000 tested, 0.11% active; AID 463141;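 active = activation above the mean of all tested compounds plus 3 SD, cut at about 21% in these data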;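 also: 0% = DMSO alone and 100% = DMSO wells spiked with extra 5 µM PC-3 D3A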
Target sequence (P42574 whole entry D9A/D28A/D175A): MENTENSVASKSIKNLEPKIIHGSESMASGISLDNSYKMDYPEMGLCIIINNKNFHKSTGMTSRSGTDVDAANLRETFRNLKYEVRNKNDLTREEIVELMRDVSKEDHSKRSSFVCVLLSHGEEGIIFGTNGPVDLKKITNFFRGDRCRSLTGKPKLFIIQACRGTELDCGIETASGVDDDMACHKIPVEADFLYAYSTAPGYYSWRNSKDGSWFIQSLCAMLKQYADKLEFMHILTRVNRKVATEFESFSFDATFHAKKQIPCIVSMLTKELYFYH
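System: Procaspase-3 D3A mutant. Medium: Zinc-free 300 mM NaCl, 50 mM HEPES, 0.01% Triton X-100. Schedule: 1 h preincubation plus 2 h reaction at 25 °C. Measured by: 405 nm absorbance of p-nitroaniline, reads at 0 and 120 min. Read-out: percent activation relative to control range.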
AHR act: activates the human aryl hydrocarbon receptor; AID 2796; P35869; activation, % at 5 µM; 320,000 tested, 2.5% active; AHR-responsive luciferase reporter cells, luminescence; in the data active = activation above about 47%;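 also: 0% = vehicle wells and 100% = reference agonist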
Target sequence (P35869 whole entry, looked up): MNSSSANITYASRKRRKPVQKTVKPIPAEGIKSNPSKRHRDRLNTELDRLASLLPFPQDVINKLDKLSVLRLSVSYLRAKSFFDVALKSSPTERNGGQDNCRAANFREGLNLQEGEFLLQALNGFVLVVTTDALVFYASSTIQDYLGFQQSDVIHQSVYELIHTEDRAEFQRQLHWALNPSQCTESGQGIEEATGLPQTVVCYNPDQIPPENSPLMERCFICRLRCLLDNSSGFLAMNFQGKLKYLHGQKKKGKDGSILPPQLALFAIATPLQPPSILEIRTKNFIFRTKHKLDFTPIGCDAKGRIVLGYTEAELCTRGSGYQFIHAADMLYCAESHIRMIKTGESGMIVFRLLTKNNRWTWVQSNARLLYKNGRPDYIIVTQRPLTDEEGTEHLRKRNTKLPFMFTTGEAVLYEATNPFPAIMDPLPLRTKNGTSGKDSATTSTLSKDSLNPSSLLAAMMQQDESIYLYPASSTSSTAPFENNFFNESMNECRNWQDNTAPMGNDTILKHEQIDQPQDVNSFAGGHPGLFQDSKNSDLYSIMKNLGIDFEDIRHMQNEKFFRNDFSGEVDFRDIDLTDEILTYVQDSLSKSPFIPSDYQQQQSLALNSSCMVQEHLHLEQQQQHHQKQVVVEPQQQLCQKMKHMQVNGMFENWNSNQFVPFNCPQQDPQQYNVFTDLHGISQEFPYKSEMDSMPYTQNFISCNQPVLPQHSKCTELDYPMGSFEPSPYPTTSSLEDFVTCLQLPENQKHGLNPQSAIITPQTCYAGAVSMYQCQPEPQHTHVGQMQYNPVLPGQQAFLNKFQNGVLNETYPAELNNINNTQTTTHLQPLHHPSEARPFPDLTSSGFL
ZTA DNA inh: blocks Epstein-Barr virus ZTA, an EBNA-1 counter-screen; P03206; ZTA-DNA binding, fluorescence polarization; inhibition, % at 11 µM; 320,000 tested, 0.15% active; AID 2234; in the data active = inhibition above about 33%
LAP4-GFP MLPCN: modulators of TOR pathway LAP4-GFP in S. cerevisiae | S. cerevisiae LAP4-GFP multiplex, flow cytometry GFP, 3 h; median GFP as percent of DMSO wells | GFP response vs DMSO, % at 10 µM | 320,000 tested, 0.34% active | AID 2023;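 active = GFP response vs DMSO above a set limit, about the screen mean plus 3 SD, cut at about 150% in these data; inconclusive = under 70 cell events counted for the yeast strain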
MEP2-GFP yeast: modulators of TOR pathway MEP2-GFP in S. cerevisiae; GFP response vs DMSO, % at 10 µM; S. cerevisiae MEP2-GFP strain, flow cytometry GFP, 3 h; 100% = DMSO control level; AID 2016; 330,000 tested, 0.51% active;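 active = GFP response versus DMSO above a set limit, roughly screen mean plus 3 SD, cut at about 180% in these data; inconclusive = fewer than 70 cells counted for a yeast strain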;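 also: median GFP fluorescence of the barcode-gated MEP2-GFP cells per well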
RPL19A TOR yeast: modulators of TOR pathway RPL19A-GFP in S. cerevisiae; 330,000 tested, 0.3% active; S. cerevisiae RPL19A-GFP strain, flow cytometry, 3 h; stronger effect = lower value; AID 2025; percent response vs DMSO, % at 10 µM;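 active = percent response vs DMSO below 50%; inconclusive = fewer than 70 events counted for the yeast strain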;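 also: median channel GFP fluorescence of the barcoded RPL19A-GFP strain; ratio of sample median GFP to plate DMSO average so 100% = DMSO; lower means less RPL19A-GFP as with rapamycin TOR inhibition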
The depositor's hits bear a star; ? = inconclusive; nt = not tested or not shown; [ ] = remark or other dose. Hits appear at their usual frequency, and some 3.8% of all compounds hit somewhere here.

SMILES	procasp7 counter	EBNA-1 inh	procasp3 activ	AHR act	ZTA DNA inh	LAP4-GFP MLPCN	MEP2-GFP yeast	RPL19A TOR yeast
O=[N+]([O-])c1ccc(O)c(/C=N/Nc2ccccc2[N+](=O)[O-])c1	-6	-6	-6	22	-4	98	104	105
Cc1nnc(SCC(=O)N2CC(=O)Nc3ccccc32)s1	6	5	1	-2	5	93	103	100
CC(NC(=O)CCN1C(=O)c2ccccc2S1(=O)=O)c1ccccc1 (stereo not given)	9	4	-5	-4	-9	107	98	101
N#Cc1nc(COc2ccc(-c3ccccc3)cc2)oc1NCc1cccnc1	10	-4	4	-5	7	89	91	92
NC(=O)c1nsc(C(=O)N(Cc2ccc(F)cc2)C(C(=O)NCC2CCCO2)c2ccc(F)cc2)c1N (stereo not given)	-1	0	2	-3	3	101	106	107
CCCc1c(C(=O)N/N=C(\C)CCc2ccc(OC)cc2)nnn1-c1nonc1N	2	5	4	4	2	95	107	99
C1=Nc2c(NCc3ccccc3)ncnc2Oc2ccccc21	3	3	10	4	-7	98	100	88
O=C(C1CCCN(S(=O)(=O)Cc2ccccc2)C1)N1CCCCC1 (stereo not given)	8	-11	-5	0	-3	106	106	100
CN(Cc1ccccc1)C(=O)c1ccc(Cl)c([N+](=O)[O-])c1	-6	-11	2	0	-6	88	85	100
O=C(CN1CCN(S(=O)(=O)c2ccc(Cl)cc2)CC1)NC(=O)NC1CCCCC1	16	6	3	1	-12	98	107	99
O=C(COC(=O)C1CC2CCCC(C1)C2=O)Nc1ccc(F)c(Cl)c1 (stereo not given)	12	nt	9	-1	nt	93	95	94
Cc1cc(NC(=O)COc2coc(CN3CCN(c4ccc(F)cc4)CC3)cc2=O)no1	-7	-1	5	-4	6	103	100	99
Cc1cccc(NC(=O)Cn2cnc3c(cnn3-c3ccc(F)cc3)c2=O)c1C	6	8	4	-5	1	92	92	102
CCN(CC(=O)Nc1c(F)cccc1F)C(=O)CNC(=O)COc1ccccc1	1	2	7	2	-9	111	101	104
COc1ccccc1-n1nnnc1SCC(=O)NC1CCCCC1	9	-9	3	2	-3	93	102	100
CCOc1ccc(CCNC(=O)c2nn(C)c3c2CS(=O)(=O)c2ccccc2-3)cc1OCC	0	14	-3	12	11	98	104	102
CCCCOC(=O)Nc1nnc(/C=C/c2ccc(OC)cc2)s1	6	-4	3	10	1	109	107	97
N#CCCn1cc(C(=O)Nc2ccc([N+](=O)[O-])cc2)c(-c2cccs2)n1	-1	3	4	6	-1	90	102	102
C=CCOC(=O)C1=C(C)NC(SCC(=O)OCC)=C(C#N)C1c1ccc(C)cc1 (stereo not given)	-4	2	2	3	-7	100	94	91
O=C(Nc1ccccc1)N1CCC(C(=O)N2CCCC(C(F)(F)F)C2)CC1 (stereo not given)	-1	4	5	0	-14	96[may fluoresce green]	97[may fluoresce green]	99[may fluoresce green]
NS(=O)(=O)c1ccc(NC(=O)COC(=O)CCNC(=O)NC23CC4CC(CC(C4)C2)C3)cc1	3	4	2	1	-17	104	105	99
O=C(CSc1ccc(Cl)cc1)NNC(=O)c1ccco1	5	6	-7	5	-2	?	98[may fluoresce violet]	99[may fluoresce violet]
CCCOC(=O)c1ccc2c(c1)C(=O)N(c1ccccc1)C2=O	6	8	-1	-1	9	99	95	92
Cc1ccccc1NCC(=O)c1ccc(Br)cc1	-5	-1	-5	8	-1	106	103	97
O=C(CNC(=O)c1ccc(Br)cc1)NCC(=O)OCC(=O)c1ccccc1	0	8	3	1	10	96	98	90
CCc1ccc(NC(=O)[C@@H](NC(=O)[C@@H]2Cc3ccccc3CN2)C(C)CC)cc1 (stereo not given in full)	-3	2	-4	4	17	80	85	85
CN(Cc1ccccc1Cl)C(=O)c1cnccc1C(F)(F)F	-1	-2	11	1	-6	110	95	99
COc1ccc(N2CCN(C(=O)COC(=O)Cc3c(F)cccc3Cl)CC2)cc1	4	7	3	3	9	109	101	100
CC1CC(c2ccccc2)n2nc(NC(=O)c3cccs3)nc2N1 (stereo not given)	0	-7	-2	9	16	107	107	96
CC(=O)c1ccc(S(=O)(=O)Nc2ccc(N3CCOCC3)cc2)cc1	-7	2	-2	-4	9	102	107	104
O=c1[nH]c(CSc2ncnc3sc(-c4ccccc4)cc23)nc2ccccc12	0	-7	-2	7	-5	104	116	104
CCS(=O)(=O)c1ccc2c(c1)N(S(C)(=O)=O)CC(C(=O)NCCOC)O2 (stereo not given)	-2	-7	-7	1	24	94	96	96
Nc1c2c(nc3ccc(Br)cc13)N(c1ccccc1)CC2	-30	-11	-18	76*	4	116	104	94
Cn1cnnc1SCC(=O)Nc1ccc(N2CCOCC2)cc1	3	-2	5	3	5	111	124	101
CC(=O)c1cccc(NC(=S)N2CCN(S(=O)(=O)c3ccc(F)cc3)CC2)c1	-6	8	-17	2	-12	101	112	111
O=C(CSc1n[nH]c(-c2cccs2)n1)N1CCOCC1	-10	nt	4	32	nt	100	109	97
COc1ccc(COC(=O)C2=C(C)NC(=O)NC2c2ccc(O)c(OC)c2)cc1 (stereo not given)	1	-1	8	2	9	105	107	98
COc1ccc(CCNC(=O)/C=C/c2ccc3ccccc3n2)cc1OC	-14	2	-3	-2	-18	100	105	110
Cc1nc2scc(C)n2c(=O)c1S(=O)(=O)N1CCN(c2ccccn2)CC1	1	7	15	0	0	93	106	98
O=C(CSc1nnc(-c2ccco2)o1)c1ccc(O)cc1O	-8	1	-8	-1	18	99	95	99

Four of the compounds above, as labelled records.
SMILES: Nc1c2c(nc3ccc(Br)cc13)N(c1ccccc1)CC2
  procasp7 counter = -30; EBNA-1 inh = -11; procasp3 activ = -18; AHR act = 76*; ZTA DNA inh = 4; LAP4-GFP MLPCN = 116; MEP2-GFP yeast = 104; RPL19A TOR yeast = 94
SMILES: Cn1cnnc1SCC(=O)Nc1ccc(N2CCOCC2)cc1
  procasp7 counter = 3; EBNA-1 inh = -2; procasp3 activ = 5; AHR act = 3; ZTA DNA inh = 5; LAP4-GFP MLPCN = 111; MEP2-GFP yeast = 124; RPL19A TOR yeast = 101
SMILES: CC(=O)c1cccc(NC(=S)N2CCN(S(=O)(=O)c3ccc(F)cc3)CC2)c1
  procasp7 counter = -6; EBNA-1 inh = 8; procasp3 activ = -17; AHR act = 2; ZTA DNA inh = -12; LAP4-GFP MLPCN = 101; MEP2-GFP yeast = 112; RPL19A TOR yeast = 111
SMILES: O=C(CSc1n[nH]c(-c2cccs2)n1)N1CCOCC1
  procasp7 counter = -10; EBNA-1 inh = nt; procasp3 activ = 4; AHR act = 32; ZTA DNA inh = nt; LAP4-GFP MLPCN = 100; MEP2-GFP yeast = 109; RPL19A TOR yeast = 97

Continued:
SMILES	procasp7 counter	EBNA-1 inh	procasp3 activ	AHR act	ZTA DNA inh	LAP4-GFP MLPCN	MEP2-GFP yeast	RPL19A TOR yeast
O=C(COc1c(Cl)cc(Cl)cc1Cl)c1ccc(Cl)cc1	8	-3	0	1	3	119	111	94
O=S(=O)(NCCc1ccncc1)c1ccc(S(=O)(=O)N2CCCCCC2)cc1	8	11	6	3	-4	92	96	94
C/C(=N\NC(=O)c1cccc(S(=O)(=O)N2CCOCC2)c1)c1ccc(O)cc1	10	nt	8	2	-16	89	103	94
CCN(CC)S(=O)(=O)c1ccc2c(c1)c(=O)c(C(=O)N1CCN(c3ccccc3)CC1)cn2C	0	6	-6	-1	-6	103	98	99
CCCCn1c(SCC(=O)Nc2cc(C)on2)nc2ccsc2c1=O	-2	2	6	10	-8	107	107	103
CCN(CC)S(=O)(=O)c1cccc(C(=O)NCCCn2ccnc2)c1	9	0	12	11	-10	102	103	104
CC(C)Cc1ccc(C(C)C(=O)OCC(=O)c2c[nH]c3ccccc23)cc1 (stereo not given)	-3	6	-6	8	0	112	109	102
O=C(Nc1c2c(nn1-c1ccc(F)cc1)CSC2)c1ccc(S(=O)(=O)N2CCOCC2)cc1	1	-13	-1	-2	-9	99	101	96
COc1ccc(C(=O)CN2C(=O)c3ccccc3C2=O)c(OC)c1	12	1	5	-2	10	93	104	102
O=C(COc1ccc(F)cc1Br)NCC1(N2CCCCC2)CCCCC1	6	nt	9	-1	nt	88	93	100
CC1CCN(C(=O)c2ccc3c(c2)OCO3)CC1	-3	0	-8	5	-4	103	98	99
CN(CC(=O)Nc1ccccc1Cl)C(=O)COC(=O)c1nc(Cl)ccc1Cl	-1	3	1	-2	19	104	96	101
Cc1ccc(NC(=O)NC(=O)CSc2n[nH]c(N)n2)c(C)c1	1	10	11	3	12	97	94	96
C/C(=N\NC(=O)c1c([N+](=O)[O-])c(C)nn1C)c1ccc(NC(=O)c2ccc(C)o2)cc1	2	8	6	17	23	95	98	96
O=[N+]([O-])c1ccc(Sc2ccc(F)cc2)nc1	5	6	-9	-3	-4	114	104	97
O=C(Nc1ccc(F)cc1)c1cc(Cl)sc1Cl	1	3	6	15	-5	88	102	100
CC(C#N)On1c(SC(C)C#N)nc2ccccc2c1=O (stereo not given)	-3	-1	5	1	-10	100	97	99
CC(C)(C)C(=O)N1CCn2c1nc1ccccc12	2	-4	-5	-2	-10	?	?	?
CCC(C)[C@H](NC(=O)N1CC(=O)Nc2ccccc21)C(=O)Nc1nccs1 (stereo not given in full)	3	-15	7	5	-20	91	99	100
COC(=O)CSc1nc(C)c2c(n1)CCCC2	0	-11	-2	2	2	98	100	100
COc1ccc2cc(S(=O)(=O)N3CCN(C)CC3)ccc2c1	1	6	-1	4	-6	99	112	96
COc1ccc(C(CNC(=O)c2cc3ccccc3cc2OC)N2CCCC2)cc1 (stereo not given)	11	1	6	0	1	110	99	98
Cc1ccc(S(=O)(=O)Cc2nnnn2-c2ccccc2)cc1	-5	2	-7	-3	17	101	116	105
CCCn1c(SCC(=O)c2ccc(CC)cc2)n[nH]c1=O	-11	8	4	2	6	102	102	102
Cn1cnc([N+](=O)[O-])c1SCC(=O)NN	-3	-8	-1	12	4	102	103	100
COc1ccc(NC(=O)COc2ccc(/C=C/c3cccc[n+]3C)cc2OC)cc1	12	12	1	-1	-3	103	104	99
O=C(O)CNC(=O)CC1S/C(=N/N=C/c2ccccc2O)NC1=O (stereo not given)	-6	7	-3	0	-8	93	112	115
CCSC1=C(C#N)C(=O)n2c1cc1c2CCCC1	0	4	-6	9	10	123	99	99
CCc1cccc2c(/C=N/NC(=O)c3cccc(S(=O)(=O)Nc4ccccc4Cl)c3)c[nH]c12	-2	-2	3	25	-17	91	104	100
Cc1ccc(Cn2c(NCCCn3ccnc3)nc3c2c(=O)n(C)c(=O)n3C)cc1	1	-3	8	9	1	103	105	97
Cc1ccc(SCCNC(=O)c2ccc(CN3CCOCC3)cc2)cc1	11	1	1	-3	4	98	101	99
Cc1ccc(S(=O)(=O)N2CCOCC2)cc1NCC(=O)Nc1ccc(OC(F)(F)F)cc1	-5	nt	2	0	nt	90	103	100
NC(=O)C1(N2CCCCC2)CCN(C(=S)Nc2ccccc2)CC1	-1	-7	2	2	-5	96	91	94
CCn1c(=O)[nH]c2cc(Cl)c(Cl)cc21	-2	10	-7	2	-3	134	97	97
Cc1ccc(C(=O)CCC(=O)OCC(=O)NNC(=O)c2ccccc2Cl)cc1	-4	nt	6	0	-6	98	105	103
Cc1ccc(-c2nnc(-c3cc(C)on3)o2)cc1	3	3	9	-4	1	103	98	92
CNC(=O)N(c1ccccc1)c1ccccc1	3	-8	-2	1	-6	95	101	98
C/C(=N\OC(=O)c1ccc(C)cc1)c1sc(C)nc1C	22	-8	4	3	-17	122	128	nt
Cc1cccc(NC2=NC(C)(C)N=C(N)N2)c1C	2	13	-5	8	11	98	103	111

Screens (PubChem BioAssay)
